# TrxR1 inh – qHTS Assay for Inhibitors of Mammalian Selenoprotein Thioredoxin Reductase 1 (TrxR1): qHTS | actives 1% (n = 390,000) | recombinant rTrxR1, NADPH fluorescence consumption, selenite substrate | Potency, µM (top dose mostly 114 µM), for the others: top-dose activity change, negative = inhibition, actives largely listed as inhibitors | Thioredoxin reductase 1, cytoplasmic (Rattus norvegicus), O89049 | AID 588453, 2011; also: potency is read from the fitted curve at half-maximal effect; % is scaled to controls: 0 for no effect and ±100 for the full control effect; nearly all actives have a fitted effect of over 65% in size
#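 Rat TrxR1 (90 nM in the dispensed reagent) was pre-reduced with 400 uM NADPH for 5 min at room temperature, then incubated with compound for 15 min. After 400 uM selenite was added, NADPH fluorescence (Ex 340/Em 450 nm) was followed for 8 min.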
# IDH1 R132H inh – qHTS for Inhibitors of mutant isocitrate dehydrogenase 1 (IDH1): qHTS; IDH1-R132H enzyme, NADPH consumption, diaphorase/resazurin fluorescence; AID 602179, 2012; Potency, µM (titrated, usually from 76.6 µM), without a hit: at the highest dose activity change, negative = inhibition, hits mostly inhibitors; actives 0.093% (n = 390,000); also: potency is read from the fitted curve at half-maximal effect; % is scaled to controls: 0 for no effect and ±100 for the full control effect; nearly all actives have a fitted effect of over 65% in size
# Target sequence (O75874 whole entry R132H, stated change not applied): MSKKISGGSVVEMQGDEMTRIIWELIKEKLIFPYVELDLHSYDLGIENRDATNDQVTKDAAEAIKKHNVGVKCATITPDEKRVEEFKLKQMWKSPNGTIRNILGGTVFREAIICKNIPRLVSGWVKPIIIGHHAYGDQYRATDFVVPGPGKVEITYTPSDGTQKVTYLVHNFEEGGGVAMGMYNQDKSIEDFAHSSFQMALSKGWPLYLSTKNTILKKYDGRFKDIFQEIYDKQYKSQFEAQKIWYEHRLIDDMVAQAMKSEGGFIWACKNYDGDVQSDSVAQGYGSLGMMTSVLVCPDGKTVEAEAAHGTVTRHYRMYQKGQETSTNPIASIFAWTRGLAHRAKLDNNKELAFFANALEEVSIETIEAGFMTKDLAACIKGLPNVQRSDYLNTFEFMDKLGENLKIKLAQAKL
#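 IDH1-R132H (0.5 ug/mL dispensed) in pH 7.5 Tris buffer was preincubated 30 min with compound, then given a substrate mix of 0.016 mM NADPH and 2 mM alpha-KG for 80 min at room temperature; remaining NADPH was read by diaphorase/resazurin fluorescence.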
# Vif-APOBEC3G blk – qHTS for Inhibitors of Vif-A3G Interactions: qHTS; DNA dC->dU-editing enzyme APOBEC-3G (Homo sapiens), Q9HC16; HeLa A3G-eYFP + Vif (tagged APOBEC3G with the HIV-1 protein that degrades it), YFP fluorescence, overnight; Potency, µM (top dose mostly 46.1 µM), for inactives: top-dose activity, negative = active, usual class: inhibitors; actives 0.076% (n = 410,000); AID 602310, 2012;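 also: potency is read from the fitted curve at half-maximal effect; % is scaled to controls: 0 for no effect and ±100 for the full control effect; nearly all actives have a fitted effect of over 60% in size; hits raise eYFP signal because A3G escapes Vif-driven loss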
# Target sequence (Q9HC16 whole entry, looked up): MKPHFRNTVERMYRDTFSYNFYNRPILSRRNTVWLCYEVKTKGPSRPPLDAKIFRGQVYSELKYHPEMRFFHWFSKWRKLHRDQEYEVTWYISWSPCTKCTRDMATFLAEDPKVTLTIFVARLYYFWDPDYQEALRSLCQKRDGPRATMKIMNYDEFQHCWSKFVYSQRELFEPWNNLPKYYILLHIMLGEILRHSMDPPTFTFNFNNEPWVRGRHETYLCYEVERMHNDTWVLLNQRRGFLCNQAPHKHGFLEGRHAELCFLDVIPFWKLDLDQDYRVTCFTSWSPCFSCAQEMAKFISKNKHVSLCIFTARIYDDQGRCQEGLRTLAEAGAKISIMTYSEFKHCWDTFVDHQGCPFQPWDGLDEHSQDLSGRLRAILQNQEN
#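 HeLa cells stably expressing Vif and C-terminally eYFP-tagged A3G, seeded overnight at 37 deg C, then exposed to compound by pintool overnight at 37 deg C. Rise in yellow fluorescence (Ex 488/Em 500-530, Acumen) marks blocked Vif-driven A3G degradation.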
# Glioma ERSR ind – qHTS for Inducers of the Endoplasmic Reticulum Stress Response (ERSR) in Human Glioma: qHTS; U87-MG GRP78 promoter luciferase reporter, 16 h; actives 0.02% (n = 420,000); Potency, µM, inactives show at the highest dose activation, actives largely listed as activators; also: potency is read from the fitted curve at half-maximal effect; series mostly up to about 76 µM; % of control where 0% means no effect; nearly all actives have a fitted effect of over 35% in size
#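 Stably transfected U87-MG glioma cells carrying a GRP78-based luciferase sensor; 16 h compound incubation. Luminescence end-point read 10 min after Bright-Glo addition at room temperature.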
# Vif-APOBEC3F blk – qHTS for Inhibitors of Vif-A3F Interactions: qHTS; HeLa A3F-eYFP + Vif (tagged APOBEC3F with the HIV-1 protein that degrades it), YFP fluorescence increase; actives 0.2% (n = 390,000); Potency, µM (titrated, usually from 46.1 µM), for inactives: top-dose activity, negative = active; also: potency is read from the fitted curve at half-maximal effect; % of control where 0% means no effect; nearly all actives have a fitted effect of over 65% in size
#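 Fluorescence increase (Ex 488/Em 500-530) after overnight compound treatment at 37 deg C flags inhibition of Vif-driven A3F-eYFP loss in stable HeLa A3F-eYFP/Vif cells seeded overnight beforehand.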
# LDHA inh – qHTS assay for inhibitors of human lactate dehydrogenase; purified LDHA, NADH/diaphorase-resazurin fluorescence; hits give low values; activity change, % (values are at about 110 or 230 µM); AID 1347041, 2019; L-lactate dehydrogenase A chain (Homo sapiens), P00338; actives 0.15% (n = 480,000); in the data active = activity change below about -30%; inconclusive = mostly about -25% to -30%;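 also: plate controls were DMSO wells for no effect and wells without enzyme for full effect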
#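 Human LDH5 at 2 nM final in Tris HCl pH 7.4 with 0.06 mM NADH and 0.2 mM pyruvate, reacted 5 minutes at room temperature. Remaining NADH coupled via diaphorase/resazurin; resorufin fluorescence read at 0 and 20 minutes, normalized to enzyme-free and DMSO wells.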
# TrxR1 substrate – qHTS Assay for Substrates of Mammalian Selenoprotein Thioredoxin Reductase 1 (TrxR1): qHTS; purified TrxR1 substrate turnover, NADPH consumption readout; Potency, µM (titrated, usually from 114 µM), for inactives: at the top dose activity change, negative = substrate turnover; actives 0.01% (n = 390,000); also: potency is read from the fitted curve at half-maximal effect; % is scaled to controls: 0 for no effect and ±100 for the full control effect; nearly all actives have a fitted effect of over 50% in size
#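 Rat TrxR1, dispensed at 90 nM, was prereduced with 400 uM NADPH (final) for 5 min at ~22 deg C, then incubated with compound 15 min before 400 uM selenite. A first-read NADPH fluorescence drop versus no-compound background flagged substrates.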
# RGS4 inh – Inhibitors of Regulator of G Protein Signaling (RGS) 4: qHTS; Regulator of G-protein signaling 4 (Homo sapiens), P49798; Transcreener GDP fluorescence polarization, RGS4-accelerated GTP hydrolysis; Potency, µM (titrated, usually from 114 µM), for inactives: top-dose activity change, negative = inhibition, most hits filed as inhibitors; actives 0.039% (n = 390,000); AID 504845, 2011; also: potency is read from the fitted curve at half-maximal effect; % is scaled to controls: 0 for no effect and ±100 for the full control effect; nearly all actives have a fitted effect of over 75% in size; some results filed as inactive show a strong effect at the top dose
# Target sequence (P49798 whole entry, looked up): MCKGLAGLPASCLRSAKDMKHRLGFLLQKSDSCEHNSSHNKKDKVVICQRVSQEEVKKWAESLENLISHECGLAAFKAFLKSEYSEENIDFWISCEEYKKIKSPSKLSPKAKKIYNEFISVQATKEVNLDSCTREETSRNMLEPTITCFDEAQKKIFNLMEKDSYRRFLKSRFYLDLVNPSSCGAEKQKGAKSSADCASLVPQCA
#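 MLSMR compounds (23 nl, pin-transferred) preincubated 10 min at room temperature with a 500nM (2x) first reagent, then RGS4 at 900nM (2x) plus Transcreener GDP mix added; fluorescence polarization (620/688 nm) read before and after 90 min at 30 °C.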
# USP1-UAF1 inh – Inhibitors of USP1/UAF1: Primary Screen; actives 0.23% (n = 390,000); Potency, µM (highest dose often 57.1 µM), inactives show top-dose activity change, negative = inhibition, usual class: inhibitors; AID 743255, 2014; Ubiquitin carboxyl-terminal hydrolase 1 (Homo sapiens), O94782; recombinant USP1/UAF1, Ub-Rhodamine cleavage fluorescence; also: potency is read from the fitted curve at half-maximal effect; % is scaled to controls: 0 for no effect and ±100 for the full control effect; nearly all actives have a fitted effect of over 60% in size; inactives centre near -12
#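 1 nM enzyme complex + cpd, 15 min RT; start with Ub-Rho 150nM final; kinetic fluorescence ex 480/em 540, 6 reads q60 s. Buffer 50mM HEPES pH 7.8, 0.5mM EDTA, 0.1 mg/ml BSA, 1mM TCEP, 0.01% Tween-20.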
# * hit, by the source's call; ? = inconclusive; . = not tested or not shown; & = joins results of further samples; [ ] = dose if it differs, or a comment. Unless noted, calls follow the shape of the dose curve; as a rule, active = well fitted curve in the direction sought with a large enough effect; inconclusive = small, poorly fitted or top-dose-only effect, or another doubt; inactive = no such curve, though single readings can be large; an effect the other way counts as inactive or inconclusive. Only part of the results is shown; rates above refer to the full screens.
# Under each structure: TrxR1 inh | TrxR1 substrate | Glioma ERSR ind | RGS4 inh | Vif-APOBEC3G blk | LDHA inh | USP1-UAF1 inh | Vif-APOBEC3F blk | IDH1 R132H inh
- OCC1(Cc2ccccc2)CCN(Cc2cc3ccccc3o2)CC1
  14% | -2% | -2% | -3% | 3% | -3 | -22% | 0% | 2%
- CC(=O)Nc1ccc(NC(=O)COC(=O)[C@@H]2CCCN2C(=O)c2cccs2)cc1
  18% | 7% | -1% | -10% | 1% | -1 | -10% | ? | 2%
- C[C@H](CO)N1C[C@H](C)[C@@H](CN(C)C(=O)c2ccncc2)OCc2cnnn2CCCC1=O
  . | . | -6% | . | -3% | -25 | -2% | 1% | 6%
- CSc1ccc(CCNC(=O)NCc2noc3ccccc23)cc1
  8% | -3% | -4% | -11% | 3% | -11&-7 | -18% | 4% | -1%
- NC(=O)CSc1nnc(NC(=O)c2ccc(Br)o2)s1
  28% | 4% | 2% | -11% | 0% | 0 | -23% | -12% | 8%
- Cc1ccc2c(n1)sc1c(-c3ccc(Br)cc3)c(C#N)c(N)nc12
  ? | 23% | -1% | -6% | -23% | 0 | -16% | ? | 2%
- COc1ccccc1N1CCN(C(=O)/C=C/c2ccc3c(c2)OCO3)CC1
  3% | 2% | -3% | 21% | 0% | 6 | -14% | -1% | 3%
- CN(C)c1ccc(C(=S)N2CCNCC2)cc1
  ? | -7% | -2% | -47% | -7% | -9 | -7% | -6% | 6%
- COc1ccc(CCNC(=O)C2CCN(C(=O)c3ccc([N+](=O)[O-])cc3)CC2)cc1
  11% | 1% | -5% | 28%[11.4 µM] | 7% | -7 | -12% | -7% | 0%
- c1ccc(-c2csc(N3CCCCCC3)n2)cc1
  -5% | -5% | 5% | -23% | -3% | -2 | -23% | 4% | 6%
- COc1ccc(-c2nc(SCC(=O)Nc3cc(C)on3)n[nH]2)cc1
  13%[57.1 µM] | 9%[57.1 µM] | -1% | -12% | -6% | -2 | -15% | 7% | 3%
- CCOC(=O)N1CCN(S(=O)(=O)c2ccc(OCC)c3ccccc23)CC1
  -4% | -7% | -8% | -31% | -5% | -2 | -12% | 1% | 6%
- CC1CCc2cc(F)cc3c(O)c(C(=O)NCCN(C)C)c(=O)n1c23 (stereo unspecified)
  25% | 16% | -3% | 6% | 7% | -3 | -8% | -10% | 15%
- Cc1cccc(-n2c(O)c(C=Nc3ccc4c(c3)OCO4)c3ccccc3c2=O)n1
  -14% | -3%[57.1 µM] | -2% | -6% | 1% | -3 | -26% | 0% | 5%
- Cc1ccc2cc3cc(C(=O)NCCCN4CCCC4=O)oc3nc2c1
  35% | 289%[activator] | 3% | -19% | -5% | -2 | -22% | 2% | -13%
- Cc1ccc(CN2C(=O)CCC2C(=O)NCCCN2CCCC(C)C2)cc1 (stereo unspecified)
  0% | 0% | -2% | -4% | -6% | -9 | -22% | -11% | 0%
- CCn1cc(C(=O)NCc2ccco2)c(=O)c2cc(S(=O)(=O)N3CC(C)CC(C)C3)ccc21 (stereo unspecified)
  4% | 5% | -4% | 12% | 1% | 1 | -12% | 5% | 5.2µM*
- Cc1sc2ncnc(OCC(=O)NC(C)C(C)C)c2c1C (stereo unspecified)
  12% | -4% | -1% | -3% | 1% | 0 | -11% | -8% | 3%
- O=C(CSc1ncn[nH]1)N1N=C2/C(=C\c3ccco3)CCCC2C1c1ccco1 (stereo unspecified)
  -7% | -2% | 0% | 3% | -2% | -1 | -10% | 0% | -3%
- CC(C)CCN(CCC(C)C)C/C(O)=C(\C#N)c1nc(-c2ccccc2)cs1
  7% | -4% | -1% | 2% | 1% | -5 | -4% | -8% | -8%
- CN1CCN(C(c2ccc(C(F)(F)F)cc2)c2ccc3cccnc3c2O)CC1 (stereo unspecified)
  6.3µM* | -1% | -5% | ? | -6% | 5 | -15% | -2% | -10%
- Cc1ccccc1-c1nnc(SCC(=O)Nc2c(C)n(C)n(-c3ccccc3)c2=O)o1
  18% | 6% | -3% | -9% | -4% | -2 | -17% | 4% | 0%
- O=C(O)COc1ccc2c3c(c(=O)oc2c1)CCC3
  1%[57.1 µM] | 68%[activator][57.1 µM] | 1% | 10% | -4% | -2 | -21% | -12% | 7%
- O=C(C1CCCCC1)N1CCN(c2ccnc3cc(Cl)ccc23)CC1
  30%[11.4 µM] | -20%[11.4 µM] | -9% | -14% | 1% | -3 | -14% | 1% | 6%
- CCOc1ccc(C(C)NC(=O)C2CCN(S(=O)(=O)c3ccc(OC)cc3)CC2)cc1OCC (stereo unspecified)
  3% | -4% | -4% | -5% | -3% | -15 | -20% | -5% | 3%
- COc1cccc(-c2c(C(=O)N/N=C(\C)c3cccnc3)nnn2-c2nonc2N)c1
  10% | -2% | 1% | -32%[56.9 µM] | 2% | -4 | -25% | 2% | 1%
- COc1cccc(-n2cc(C(=O)NCCc3ccc(C)cc3)c3ccccc3c2=O)c1
  19% | 7% | -2% | -11% | 5% | -4 | -21% | 6% | -3%
- COCC(C)N=C1NN=C(c2c[nH]c3ccccc23)CS1 (stereo unspecified)
  -10% | -5% | -4% | -8% | 0% | -7 | -13% | -3% | 0%
- O=[N+]([O-])c1cc(S(=O)(=O)N2CCCC2)ccc1N/N=C/c1cccnc1
  -18% | -11% | -3% | -8% | -1% | -10 | 6% | -13% | 2%
- CC1CCN(c2ccc3nnc(CCC(=O)NCC(C)c4ccccc4)n3n2)CC1 (stereo unspecified)
  17% | 2% | 1% | -8% | -3% | -1 | -21% | -4% | 7%

# Molecules shown so far that contain a nitro group on carbon (two):
# Under each structure: TrxR1 inh | TrxR1 substrate | Glioma ERSR ind | RGS4 inh | Vif-APOBEC3G blk | LDHA inh | USP1-UAF1 inh | Vif-APOBEC3F blk | IDH1 R132H inh
- COc1ccc(CCNC(=O)C2CCN(C(=O)c3ccc([N+](=O)[O-])cc3)CC2)cc1
  11% | 1% | -5% | 28%[11.4 µM] | 7% | -7 | -12% | -7% | 0%
- O=[N+]([O-])c1cc(S(=O)(=O)N2CCCC2)ccc1N/N=C/c1cccnc1
  -18% | -11% | -3% | -8% | -1% | -10 | 6% | -13% | 2%

# Next part.
# Under each structure: TrxR1 inh | TrxR1 substrate | Glioma ERSR ind | RGS4 inh | Vif-APOBEC3G blk | LDHA inh | USP1-UAF1 inh | Vif-APOBEC3F blk | IDH1 R132H inh
- Cc1cc(N(CCO)CCO)nc(-n2nc(C)cc2C)n1
  17%[57.1 µM] | 11%[57.1 µM] | -2% | 23% | 0% | -10 | -14% | -3% | -2%
- Nc1ccc(-c2nc3ccccc3o2)cc1
  56%[activator] | 220%[activator] | 1% | 15% | ? | -1 | -27% | ? | 0%
- COc1ccc2c(C)c(CCC(=O)NCCCN3CCCC3=O)c(=O)oc2c1C
  3% | 192%[activator] | 0% | -11% | 1% | 2 | -11% | -2% | -4%
- OCC[C@@H]1C[C@H](O)[C@@H](O)[C@]2(Cc3ccccc3CO2)O1
  7% | -2% | 1% | -6% | 1% | -3 | -18% | 0% | -4%
- COc1ccc(NC(=O)C(C)N2Cc3ccccc3C2=O)cc1OC (stereo unspecified)
  14% | 5% | 2% | -15% | -1% | 1 | -15% | -1% | -9%
- CCN(CC)C(=O)CN(c1cc2c(cc1OC)oc1ccccc12)S(=O)(=O)c1ccccc1
  10%[57.1 µM] | 1%[57.1 µM] | -2% | -3% | 1% | -2 | -18% | -8% | -1%
- Cc1cccc(C)c1NC(=O)CNC(=O)c1ccccc1
  2%[57.1 µM] | 4%[57.1 µM] | -2% | 0% | -6% | -5 | -16% | 2% | -2%

# Structural class: those above containing an NH in an aromatic ring
# Under each structure: TrxR1 inh | TrxR1 substrate | Glioma ERSR ind | RGS4 inh | Vif-APOBEC3G blk | LDHA inh | USP1-UAF1 inh | Vif-APOBEC3F blk | IDH1 R132H inh
- COc1ccc(-c2nc(SCC(=O)Nc3cc(C)on3)n[nH]2)cc1
  13%[57.1 µM] | 9%[57.1 µM] | -1% | -12% | -6% | -2 | -15% | 7% | 3%
- O=C(CSc1ncn[nH]1)N1N=C2/C(=C\c3ccco3)CCCC2C1c1ccco1 (stereo unspecified)
  -7% | -2% | 0% | 3% | -2% | -1 | -10% | 0% | -3%
- COCC(C)N=C1NN=C(c2c[nH]c3ccccc23)CS1 (stereo unspecified)
  -10% | -5% | -4% | -8% | 0% | -7 | -13% | -3% | 0%

# Bioassay records deposited in PubChem by National Center for Advancing Translational Sciences (NCATS).
